# Compound activity from PubChem.
# DENV2 CPE = inhibitors of DENV2 cytopathic effect, primary screen, cell-based, plate reader, single concentration. DENV2-infected cells, cytopathic effect rescue. CPE inhibition, % at 9.99 µM. 350,000 compounds, 1.7% hits; in the data active means CPE inhibition above about 20%, passing the limit was not always enough; inconclusive means no clear call, values can overlap the other calls; tested in BHK-21 cells;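 further: 0% = median of neutral control wells and 100% = median of positive control wells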
# XiGFP reactiv = activators of inactive X chromosome reactivation, primary screen, imaging, XiGFP fibroblasts, GFP high-content imaging, set 2; XiGFP mouse fibroblasts, % GFP-positive cells imaging, 3 d; cells co-treated with 5-aza-dC sensitizer; scaled so ellipticine positive control = 100%; activation, % at 7.58 µM; 360,000 compounds, 0.055% hits; AID 743238, 2013;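 active means mean normalized replicate activation at least 10% and every replicate at or above 10%; inconclusive means only one of the two criteria met; inactive means mean below 10% and not all replicates reach 10%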;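 further: 0% = median of on-plate neutral control wells and 100% = ellipticine 6 µM median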
#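 Assay system – SV40-immortalized XiGFP fibroblast cells, line 68-5-11 · Buffer or medium – DMEM supplemented with 5-aza-dC as sensitizing agent · Dosing – one concentration, pinned · Benchmarks – positive control ellipticine, 6 µM final · Times – 3 days compound exposure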
# CFTR F508del cor = F508del CFTR correction, initial screen, CFBE line, single point; CFBE cells, YFP halide quenching; stimulated with forskolin plus potentiator P3; % fluorescence drop versus neutral controls; activity (quench increase), % at 7.58 µM; 350,000 compounds, 0.36% hits; AID 720511, 2013;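 active means mean added fluorescence quench of at least 8% versus neutral control, with both replicates also reaching 8%; inconclusive means only one of the mean or replicate conditions met; inactive means mean below 8% and not both replicates reaching 8%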;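 further: cells transiently co-express mutant CFTR-F508del with the halide-sensitive YFP; corrector assay measuring rescue of mutant channel to the surface after 24 h compound exposure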
# RAD52 anneal inh = RAD52 DNA annealing inhibitors, primary screen, biochemical, FRET, single point, set 2; DNA repair protein RAD52 homolog (Homo sapiens), P43351; recombinant RAD52 DNA annealing, FRET fluorescence; inhibition, % at 18.7 µM; 360,000 compounds, 0.46% hits; AID 651710, 2012;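 active means every replicate showing at least 50% inhibition; inconclusive means mean inhibition at least 50% but not in every replicate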
# RAD54 inh = inhibitors of human RAD54 branch migration, primary screen, biochemical, fluorescence, single point. DNA repair and recombination protein RAD54-like (Homo sapiens), Q92698. RAD54 Holliday junction branch migration, FAM/BHQ fluorescence. inhibition, % at 10.4 µM. 360,000 compounds, 0.14% hits;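 active means mean normalized replicate activity at least 40 and at least half of replicates scoring 40 or more; inconclusive means only one of the two criteria met; inactive means mean below 40 and under half of replicates reaching 40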;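 further: 0% = median of neutral control wells and 100% = median of positive control wells; inhibitors cause a drop in the FAM fluorescence signal; in these data hits start at about 50%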
# Target sequence (Q92698 whole entry, looked up): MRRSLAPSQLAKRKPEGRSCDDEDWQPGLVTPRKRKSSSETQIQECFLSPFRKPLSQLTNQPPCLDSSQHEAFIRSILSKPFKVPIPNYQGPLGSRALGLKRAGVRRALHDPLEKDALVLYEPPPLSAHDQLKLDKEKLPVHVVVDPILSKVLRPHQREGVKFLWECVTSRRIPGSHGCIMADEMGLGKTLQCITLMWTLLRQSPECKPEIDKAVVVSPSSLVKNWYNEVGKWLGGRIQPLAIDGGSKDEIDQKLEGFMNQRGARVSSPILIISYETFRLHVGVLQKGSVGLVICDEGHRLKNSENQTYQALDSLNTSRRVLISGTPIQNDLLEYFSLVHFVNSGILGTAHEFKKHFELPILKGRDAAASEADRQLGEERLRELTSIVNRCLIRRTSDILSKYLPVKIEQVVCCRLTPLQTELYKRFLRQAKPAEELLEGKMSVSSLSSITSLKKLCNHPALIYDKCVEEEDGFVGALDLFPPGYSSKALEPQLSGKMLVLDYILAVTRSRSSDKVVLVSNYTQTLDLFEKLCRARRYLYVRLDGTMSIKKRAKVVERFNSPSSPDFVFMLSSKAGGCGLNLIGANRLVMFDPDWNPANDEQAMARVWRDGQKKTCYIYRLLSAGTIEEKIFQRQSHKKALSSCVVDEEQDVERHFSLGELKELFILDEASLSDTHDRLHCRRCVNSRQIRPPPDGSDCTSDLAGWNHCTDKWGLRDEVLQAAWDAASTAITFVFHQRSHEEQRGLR
# Casp6 inh = human caspase-6 inhibitors, primary screen, biochemical, VEID-R110 fluorescence, single point, set 2. P55212. purified caspase-6, Z-VEID-R110 cleavage fluorescence. inhibition, % at 12.5 µM. 350,000 compounds, 0.53% hits;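 active means mean inhibition across replicates at least about 35%, with every replicate also reaching that limit, limit read from the data; inconclusive means only one of the two criteria met; inactive means neither criterion met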;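 further: 0% = median of neutral control wells and 100% = no fluorescence left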
# Target sequence (P55212 24-179 limits assumed): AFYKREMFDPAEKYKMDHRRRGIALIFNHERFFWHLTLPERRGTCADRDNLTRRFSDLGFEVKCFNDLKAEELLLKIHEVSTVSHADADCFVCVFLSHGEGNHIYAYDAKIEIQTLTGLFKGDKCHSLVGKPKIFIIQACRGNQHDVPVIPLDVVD
# Target sequence (P55212 194-293 limits assumed): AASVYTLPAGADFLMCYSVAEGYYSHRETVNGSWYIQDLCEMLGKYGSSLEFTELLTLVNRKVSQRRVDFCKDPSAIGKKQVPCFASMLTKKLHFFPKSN
# E-selectin induc = E-selectin induction in HUVECs, primary screen, imaging, HUVEC, immunofluorescence imaging, single point. normalized: neutral wells 0, TNF-alpha wells 100. activation, % at 7.58 µM. 260,000 compounds, 0.37% hits;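 active means mean E-selectin-positive cell signal at least 10% of the positive control, reached in at least 60% of replicates, without over 20% cell loss; inconclusive means no rule given, readout overlaps actives, possibly toxicity-flagged; inactive means the rest, including those meeting only one limit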;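 further: in these data hits start at about 27%; measured in HUVEC primary endothelial cells; signal is the percent of cells scored E-selectin positive by PE staining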
#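 Read-out: % PE-positive cells | Test system: HUVEC | Doses: One compound dose added by pin transfer | Buffer or medium: EGM-2 over gelatin coat | Signal: Immunofluorescence imaging | Benchmarks: TNF-alpha, DMSO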
# INS-1E GSIS act = GLuc luminescence reporter in INS-1E cells, primary screen for activators of glucose-dependent secretion of insulin | activation, % at 16.6 µM | AID 743287, 2014 | INS-1E GLuc reporter insulin secretion, 2-3 h | 370,000 compounds, 0.61% hits;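 active means lowest replicate activation of at least 40%, so every replicate reaches that level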;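 further: 0% = median of neutral control wells and 100% = median of IBMX positive control wells; some compounds called inactive have numbers as strong as hits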
# * hit, by the source's call; ? = inconclusive; nt = no result given; & = joins results of further samples.
SMILES	DENV2 CPE	XiGFP reactiv	CFTR F508del cor	RAD52 anneal inh	RAD54 inh	Casp6 inh	E-selectin induc	INS-1E GSIS act
C#CCOCCOCCOCCNc1nc(N2CCOCC2)nc(N2CCN(C(=O)[C@H](Cc3ccc(O)cc3)n3cc(CCO)nn3)CC2)n1	nt	0.0	0.0	nt	-10	nt	-0.1	7
CCS(=O)(=O)Nc1ccc2c(c1)C(=O)N(C)C[C@H](OC)[C@H](C)CN(Cc1ccccn1)[C@H](C)CO2	-4	0.1	0.1	-5	3	1	-0.2	3
COc1ccc(C(=O)N2CCN(c3c(C)cccc3C)CC2)cc1OC	-6	0.3	-5.1	-14	-11	8	0.1	-15
COc1cc(C#N)ccc1OC(=O)C1CCN(C(=O)c2ccc(F)cc2)CC1	-2	0.0	1.9	1	nt	-2	0.1	12
Cc1ccc(O)c(-c2[nH]ncc2C(=O)c2ccc(Br)cc2)c1	-7	0.0	1.6	-6	2	-3	1.0	-25
O=C(O)CSCC(=O)NCc1ccc(Cl)cc1	13	0.3	nt	2	nt	-3	nt	2
Cc1nonc1C1CCCN1C(=O)c1cc(COc2ccc(F)cc2F)on1 (stereo not given)	nt	0.3	0.5	-15	nt	-2	-3.5	1
O=C(C[C@H]1CC[C@@H]2[C@H](COC[C@@H](O)CN2Cc2ccc(F)cc2)O1)NCCc1ccccc1	-10	0.1	-3.0	3	-6	-1	0.0	-16
CCOC(=O)c1cnc2ccc(OC)cc2c1NCc1ccccc1	-13	0.0	2.3	-13	15	0	nt	-2
CC1CCCC(C)N1CCCNC(=O)c1ccc2nc(N3CCOCC3)sc2c1 (stereo not given)	-4	0.0	-0.9	-33	-21	-64	1.8	16
CC(C)[C@H](NC(=O)c1ccc(F)cc1)C(=O)OCC(=O)NC(=O)c1cccn1C	-1	0.3	-1.6	-26	7	1	nt	-8
COC(=O)c1ccc(C23CC4(C2)[C@H](CN(Cc2ccc(-c5ccccc5)cc2)[C@@H]4c2ccccc2)C3c2ccc(Cl)nc2)cc1 (stereo not given in full)	4	0.2	2.0	-42	nt	-3	-0.1	2
CCOC(=O)C1(Cc2cccc(Cl)c2)CCCN(C(=O)c2cn[nH]c2)C1 (stereo not given)	10	-0.1	4.5	-2	-5	-3	-0.9	5
Cc1ccc(S(=O)(=O)N[C@H]2CC[C@H](CCNC(=O)C3CC3)O[C@H]2CO)cc1	0	0.0	-1.0	12	1	-3	-0.4	-6
Cc1cc2c(n1-c1ccc(C(N)=O)cc1)CC(C)(C)CC2=O	nt	nt	nt	3	2	4	nt	9
C[C@@H]1CN([C@H](C)CO)C(=O)c2cccc(NC(=O)c3nc4ccccc4s3)c2O[C@@H]1CN(C)Cc1ccc(Oc2ccccc2)cc1	-7	0.0	-1.9	-1	-4	2	-0.6	-18
CNC(=O)OCc1ncn(-c2ccccc2)c1COC(=O)NC	13	-0.3	1.5	-19	-8	0	-0.1	11
COc1cccc(C#Cc2ccc([C@H]3[C@H](C#N)N(C(=O)C4CC4)[C@H]3CO)cc2)c1	-7	-0.1	-6.2	1	-1	-2	0.1	11
CC(C)CC#Cc1ccc([C@@H]2[C@H](CO)N3CCCCN(S(=O)(=O)Cc4ccccc4)C[C@@H]23)cc1	23*	0.0	-1.4	-36	1	-1	0.0	-23
C[C@H](CO)N1C[C@H](C)[C@@H](CN(C)C(=O)NC2CCCCC2)Oc2c(NS(=O)(=O)c3ccccc3)cccc2C1=O	18&3	0.3&0.4	-3.4&-1.1	7&-15	-13&4	2&2	-0.6&0.0	-4&-7
C[C@H](CO)N1C[C@H](C)[C@H](CN(C)C(=O)c2cccc(F)c2)Oc2cc(-c3cccnc3)ccc2S1(=O)=O	-8	-1.2	-1.2	2	-4	0	0.7	4
CC(C)NC(=O)N(C)C[C@@H]1OCCCC[C@@H](C)Oc2ccc(NS(=O)(=O)c3ccccc3)cc2C(=O)N([C@H](C)CO)C[C@@H]1C	-8	-0.6	0.2	11	2	-1	0.2	13
O=C(CN1CCN(c2ccccn2)CC1)Nc1cccc(S(=O)(=O)N2CCCC2)c1	-3	0.2	1.1	-17	nt	1	5.1	-11
Cc1cc(C(=O)CN2C(=O)NC3(CCCc4sccc43)C2=O)c(C)n1-c1ccc(Cl)cc1 (stereo not given)	1	0.0	-0.4	-12	1	-3	nt	3
C=CCOc1cccc(/C=N/NC(=O)CN2CCCCC2)c1	0	0.0	-2.5	-15	15	-2	nt	-26
C[C@@H]1CCCCO[C@H](CN(C)C(=O)Nc2ccccc2)[C@H](C)CN([C@H](C)CO)C(=O)c2cc(N(C)C)ccc2O1	-12	0.1	1.1	5	-15	-1	4.9	-8
COc1ccc(C2C(C(C)=O)=C(O)C(=O)N2c2ccc(Br)cc2)cc1 (stereo not given)	0	0.0	-1.2	-8	2	4	nt	-23
O=C(NCCS(=O)(=O)N1CCN(c2ccccc2F)CC1)c1ccc2c(c1)OCO2	1	-0.1	-0.1	-6	-14	2	nt	5
COc1ccccc1-c1cc(C(F)(F)F)nc(S(=O)(=O)CCCC(=O)Nc2cccnc2Cl)n1	1	0.0	-1.7	-25	nt	1	0.0	nt
COc1ccc(NC(=O)CSc2nnc3ccc(-c4ccncc4)nn23)cc1OC	-3	-0.1	-1.1	-13	3	-2	nt	18
CN(c1ccc(F)cc1)S(=O)(=O)c1ccc(Cl)c(C(=O)NC2(C)CCS(=O)(=O)C2)c1 (stereo not given)	-2	0.2	-1.4	3	1	-2	-0.3	-1
CN1CCN(c2ccc(NC(=O)CSc3nnnn3-c3ccccc3F)cc2)CC1	-9	0.0	1.5	-11	3	-26	nt	30
CCCNC(=O)C[C@@H]1CC[C@@H]2[C@H](COc3ccc(NC(=O)c4ccc(Cl)cc4)cc3C(=O)N2C)O1	nt	0.6	3.0	nt	nt	nt	0.1	-10
Nc1c(N(Cc2ccco2)C(=O)COc2ccccc2Cl)c(=O)[nH]c(=O)n1Cc1ccccc1	-7	0.0	0.2	-15	-4	-4	1.7	-8
Cc1nc(Cl)sc1C(=O)Nc1cccc(C(F)(F)F)c1	-1	0.0	-1.0	-16	2	1	nt	-9
O=C1CN(C(=O)COC(=O)c2ccc(N3CCCCCC3)c([N+](=O)[O-])c2)c2ccccc2N1	1	0.2	nt	-24	nt	1	nt	-9
Cc1ccnc(N2C3CCC2CC(O)(c2ccccc2)C3)n1 (stereo not given)	-3	-0.1	0.1	-8	-4	2	nt	6
CCCC(=O)NC(=S)Nc1ccc(CN2CCOCC2)cc1	-3	-0.9	0.7	0	nt	-1	-0.1	-7
C[C@H](O)[C@@H]1C(=O)N2CCc3c([nH]c4c(-c5ccc6c(c5)OCO6)cccc34)[C@@H]2C[C@@H]1N(C)C(=O)Nc1ccccc1	3	0.5	-0.5	21	nt	-1	0.3	-40
CCC(=O)Nc1nnc(S(=O)(=O)N2CCCC2)s1	?	-0.1	0.6	-8	-1	-1	0.1	18
O=C(c1cc2ccccc2o1)N1CCN(S(=O)(=O)c2ccc(F)c(F)c2F)CC1	-2	0.0	-2.6	-1	-3	-2	0.7	0
c1ccc(-c2csc(-c3ccncc3)n2)cc1	-1	nt	5.5	6	-5	2	-0.1	10
c1ccc(OCCOCCN2CCN(C(c3ccccc3)c3ccccc3)CC2)cc1	?	0.0	-3.0	32	3	0	-1.1	22
COc1ccc(OC)c(C(=O)NC(CC(N)=O)c2ccc(NCc3ccccn3)c([N+](=O)[O-])c2)c1 (stereo not given)	?	0.5	4.4	3	1	9	0.0	-9
O=C([C@H]1[C@H](CO)[C@H]2Cn3c(ccc(-c4ccccc4F)c3=O)[C@@H]1N2C(=O)C1CC1)N1CCOCC1	-4	0.5	-1.7	6	-9	2	0.5	1
Nc1nc(CSC(=S)N2CCCCC2)nc(Nc2ccccc2)n1	2	0.3	-2.4	-16	nt	0	nt	-1
CCCCNC(=O)CNC(=S)N(Cc1cc(OC)c(OC)c(OC)c1)C1CCCC1	-6	0.2	2.1	-10	-7	-4	-1.6	-20
O=C(Nc1ccc(F)cc1)Nc1nnc(COc2ccccc2F)s1	3	0.2	-1.1	-11	nt	19	0.0	1
Cc1cccc(C)c1-n1nnnc1-c1nc2cc(Br)ccc2[nH]c1=O	2	0.0	2.8	-21	nt	4	nt	-8
OCC(CO)(CO)NC(=S)Nc1cc(Cl)cc(Cl)c1	-2	0.1	0.4	2	nt	0	-3.5	-22

# Continuation:
SMILES	DENV2 CPE	XiGFP reactiv	CFTR F508del cor	RAD52 anneal inh	RAD54 inh	Casp6 inh	E-selectin induc	INS-1E GSIS act
COc1cccc(C(=O)NNC(=O)C(=O)Nc2ccc(C)c(Cl)c2)c1	3	0.0	0.3	-5	-1	4	-12	nt
CC(SCc1nc2sc3c(c2c(=O)[nH]1)CCCC3)C(=O)Nc1ccccn1 (stereo not given)	-6	0.2	-3.4	-29	1	19	-1.3	15
CC(=O)c1sc(NC(=O)COc2ccc(Cl)cc2C)nc1C	-3	-0.1	-1.4	-14	nt	0	1.4	30
O=C(CCNC(=O)c1ccco1)Nc1ccc(OC(F)F)cc1	-10	-0.2	-0.2	-6	-3	3	0.3	-3
CCN(C(=O)Cc1ccc(NC2=NC3CS(=O)(=O)CC3S2)cc1)c1ccccc1 (stereo not given)	3	0.1	-3.2	2	-12	0	0.2	-1
COCC(=O)N1C[C@@H](C)[C@@H](OC)CN(C)C(=O)c2ccc(NC(=O)c3ccc(F)cc3)cc2OC[C@@H]1C	6	0.0	-0.1	-1	5	-2	0.0	0
CC1(C(=O)N2Cc3ccccc3C2)CCN1C(=O)C1(c2ccc(Cl)cc2)CC1 (stereo not given)	14	-0.2	-0.1	-17	-5	4	0.3	-2
C[C@@H]1CN([C@H](C)CO)C(=O)Cc2cc(NC(=O)Nc3ccc(C(F)(F)F)cc3)ccc2O[C@@H]1CN(C)S(=O)(=O)c1ccccc1	2	0.0	0.1	0	nt	-2	2.0	8
Cc1ccccc1S(=O)Cc1ccc(C(=O)N2CCN(C(=O)c3ccco3)CC2)o1 (stereo not given)	0	0.0	1.1	0	-4	-3	nt	-7
CCn1c(CNC(=O)c2ccco2)nnc1SCC(=O)c1ccccc1	nt	0.2	1.8	-13	nt	11	-0.1	-6
COc1ccc(C(=O)N(C)C2CCCCC2)cc1S(=O)(=O)N1CCOCC1	6	0.0	0.4	-4	6	-2	-0.1	nt
Cc1cc(OCC(=O)Nc2nccs2)c2c(C)c(C)c(=O)oc2c1	9	-0.1	-0.5	-14	2	-2	-0.2	-1
O=C(Nc1cccc2ccccc12)N1CCN(c2ncccn2)CC1	-6	0.3	0.1	-36	nt	-1	0.0	-8
CCOC(=O)c1cc(C#N)c(N2CCOCC2)nc1-c1ccccc1	-2	0.0	-0.2	-9	nt	1	nt	-1
